Rat MKP-3 inhibitors: inhibition of rat DUSP6 enzyme activity – biochemical, in vitro, primary screen (AID 425). recombinant MKP-3 phosphatase activity, fluorescence; higher % means a stronger effect. one-dose inhibition, % at 20 µM; IC50 in µM for titrated hits. hit rate 0.17% among 110,000; in the data active = inhibition above about 50%;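 note: plate controls were vehicle for no effect and reference inhibitor for full effect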
Hsp70 inhibitors: Hsp70 inhibitors, probe displacement, primary screen, biochemical, fluorescence polarization (AID 583); displacement, % at 20 µM, or IC50 in µM where a hit was titrated; hit rate 0.06% among 140,000; Hsp70 fluorescence polarization probe displacement, mP; higher % means a stronger effect; in the data active = displacement above about 50%;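 note: plate controls were vehicle for no effect and reference ligand for full effect; a part of the inactive calls stands beside numbers as strong as those of hits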
* hit, by the source's call; · = no result given; & = joins results of further samples. This is a subset (hit frequency here may not be typical).

SMILES	Rat MKP-3 inhibitors	Hsp70 inhibitors
CCOC(=O)COc1cc(Br)c(/C=c2\sc3nc4ccccc4n3c2=O)cc1OC	2%	-3.9%
O=C(NCCc1cccc(Cl)c1)c1ccccc1Cl	2%	1.3%
Cc1csc(NC(=O)CN2CCCCCC2)n1	0%	-3.1%
CC1(C)CC(=O)C(C=Nc2ccc3c(c2)OCO3)=C(O)C1	-1%	2.6%
COCC(=O)Nc1cc(=O)n(C)c(=O)n1C	-3%	-1.2%
CCN(CC)c1ccc2oc(=O)c(C)nc2c1	-3%	-27%
CCOCC(=O)Nc1cccc(OC)c1	-8%	3.0%
NC(=O)CNC1CC(=O)N(CCc2ccccc2)C1=O (configuration not stated)	4%	·
c1ccc(-n2cnc3cc(NCc4cccs4)ccc32)cc1	·	4.0%
O=[N+]([O-])c1cccc(C2CC(c3ccccc3)=NN2c2ccccc2)c1 (configuration not stated)	2%	2.9%
Cc1ccc(S(=O)(=O)N2CCCN(c3nc4cc(C)ccc4cc3C#N)CC2)cc1	·	-1.1%
CS(=O)(=O)N(CC(=O)Nc1ccc(Oc2ccccc2)cc1)c1ccc(Cl)cc1	0%	0.9%
O=C(CCN1C(=O)c2ccccc2C1=O)OCn1nnc2ccccc2c1=O	-6%	3.9%
Cc1ccoc1C(=O)Nc1cccc2ccccc12	6%	-3.2%
CC(C)(C)OC(=O)N1CCC(c2c(C(=O)O)cnn2-c2ccccc2Cl)CC1	7%	2.7%
COc1ccc(C2NC(c3ccc(OC)cc3)C(c3ccccc3)C(=O)C2c2ccccc2)cc1 (configuration not stated)	0%	2.2%
Cc1ccc(N(CC(=O)Nc2c(C)n(C)n(-c3ccccc3)c2=O)S(C)(=O)=O)cc1C	·	0.5%
COc1cc(NC(=O)Cc2ccc(Cl)cc2)cc(OC)c1	-1%	-0.9%
O=C(c1nn2c(c1Br)NC(c1cccs1)CC2C(F)(F)F)N1CCCc2ccccc21 (configuration not stated)	-1%	-4.3%
COC(=O)c1[nH]c2cccc(OC)c2c1NC(=O)CN1CCOCC1	2%	1.5%
O=C(CN(Cc1ccc2c(c1)OCO2)C(=O)CNS(=O)(=O)c1ccccc1)NCc1ccco1	8%	0.3%
CCCOc1ccc(C(=O)NCCCn2ccnc2)cc1	-2%	2.6%
Cc1ccccc1-n1c(C)cc(C=O)c1C	3%	-6.5%
CCCCCOc1ccc(CN2CCOCC2)cc1Cl	-14%	3.4%
CCOC(=O)c1c(-c2ccccc2)nn(-c2ccccc2)c1C	2%	-0.5%

As a short view, part of the list above:
SMILES	Rat MKP-3 inhibitors	Hsp70 inhibitors
CCOC(=O)COc1cc(Br)c(/C=c2\sc3nc4ccccc4n3c2=O)cc1OC	2%	-3.9%
O=C(NCCc1cccc(Cl)c1)c1ccccc1Cl	2%	1.3%
Cc1csc(NC(=O)CN2CCCCCC2)n1	0%	-3.1%
CC1(C)CC(=O)C(C=Nc2ccc3c(c2)OCO3)=C(O)C1	-1%	2.6%
COCC(=O)Nc1cc(=O)n(C)c(=O)n1C	-3%	-1.2%
CCN(CC)c1ccc2oc(=O)c(C)nc2c1	-3%	-27%
CCOCC(=O)Nc1cccc(OC)c1	-8%	3.0%
NC(=O)CNC1CC(=O)N(CCc2ccccc2)C1=O (configuration not stated)	4%	·
c1ccc(-n2cnc3cc(NCc4cccs4)ccc32)cc1	·	4.0%
O=[N+]([O-])c1cccc(C2CC(c3ccccc3)=NN2c2ccccc2)c1 (configuration not stated)	2%	2.9%
Cc1ccc(S(=O)(=O)N2CCCN(c3nc4cc(C)ccc4cc3C#N)CC2)cc1	·	-1.1%
CS(=O)(=O)N(CC(=O)Nc1ccc(Oc2ccccc2)cc1)c1ccc(Cl)cc1	0%	0.9%
O=C(CCN1C(=O)c2ccccc2C1=O)OCn1nnc2ccccc2c1=O	-6%	3.9%
Cc1ccoc1C(=O)Nc1cccc2ccccc12	6%	-3.2%
CC(C)(C)OC(=O)N1CCC(c2c(C(=O)O)cnn2-c2ccccc2Cl)CC1	7%	2.7%
COc1ccc(C2NC(c3ccc(OC)cc3)C(c3ccccc3)C(=O)C2c2ccccc2)cc1 (configuration not stated)	0%	2.2%
Cc1ccc(N(CC(=O)Nc2c(C)n(C)n(-c3ccccc3)c2=O)S(C)(=O)=O)cc1C	·	0.5%
COc1cc(NC(=O)Cc2ccc(Cl)cc2)cc(OC)c1	-1%	-0.9%
O=C(c1nn2c(c1Br)NC(c1cccs1)CC2C(F)(F)F)N1CCCc2ccccc21 (configuration not stated)	-1%	-4.3%

(more compounds)
SMILES	Rat MKP-3 inhibitors	Hsp70 inhibitors
O=C(Nc1cccc(C(=O)N2CCN(Cc3ccccc3)CC2)c1)c1ccccc1	·	7.2%
O=C(CSc1ncn[nH]1)Nc1ccccc1F	3%	-7.2%
COc1ccc(S(=O)(=O)N2CCC(C(=O)N3CCCC3)CC2)cc1	-14%	-0.4%
O=S(=O)(Nc1ccc(O)c(-c2c(O)ccc3ccccc23)c1)c1ccccc1	-4%	1.3%
O=C(c1cccnc1)N1CCN(C(=O)C(c2ccccc2)c2ccccc2)CC1	2%	-1.6%
COCC(O)CS(=O)(=O)Cc1ccc(Cl)cc1 (configuration not stated)	-1%	3.6%
CCOC(=O)c1ccc(N2C(=O)C3C4C=CC(C4=C(C)C)C3C2=O)cc1 (configuration not stated)	3%	2.5%
COc1ccc(Cl)cc1S(=O)(=O)N1CCCC(C(=O)NCC(N)=O)C1 (configuration not stated)	-13%	-0.6%
COc1ccc(S(=O)(=O)Cc2ccc(C(=O)N3CCN(C4CCCCC4)CC3)o2)cc1	0%	5.2%
COc1cc(NC(=O)c2ccco2)c(OC)cc1NC(=O)c1cc(OC)c(OC)c(OC)c1	-4%	-6.4%
COc1ccc(N=C2C(=O)Nc3ccc(C)c(Br)c32)cc1	-4%	1.4%
COc1ccc(/C=C2\N=C(c3ccccc3I)OC2=O)cc1	1%	0.3%
O=C(Nc1ccccc1O)c1ccc2c(c1)C(=O)N(c1ccc(Cl)cc1)C2=O	4%	0.8%
Cc1cccc(-n2ncc3c(NCCCN4CCCC4=O)ncnc32)c1	·	0.7%
COc1cc(C(O)P(=O)(OC(C)C)c2ccc(N(C)C)cc2)cc(OC)c1OC (configuration not stated)	-11%	1.5%
COc1ccc(S(=O)(=O)N2CCN(Cc3ccccc3Br)CC2)cc1	-1%	-0.3%
Cn1c(=O)c(C(=O)Nc2ccccn2)c(O)c2ccccc21	1%	-17%
CC(=O)c1nc2cc([N+](=O)[O-])ccc2n1Cc1ccccc1	0%	2.9%
COc1ccc(OC)c(NC(=O)COc2ccc(Cl)c(C)c2)c1	2%	-0.7%
CCOc1ccc(C(=O)Nc2ccccc2N2CCOCC2)cc1	·	1.9%
Cc1ccc(Cn2nc(C)c(NC(=O)c3cc(-c4ccc5c(c4)OCO5)on3)c2C)cc1	3%	-0.5%
COc1cccc(NC(=O)c2ccccc2-c2nc(-c3ccccc3)no2)c1	2%	1.3%
C=CCSC1=NC(N)=C(C#N)C2(CCCCC2)C1C(N)=O (configuration not stated)	-8%	-1.4%
CC1CC(C)(C)NC(=O)O1 (configuration not stated)	-6%	1.0%
O=S(=O)(NC1CCCC1)c1cccc(S(=O)(=O)N2CCC(n3nnc4ccccc43)CC2)c1	-4%	-0.2%
SMILES	Rat MKP-3 inhibitors	Hsp70 inhibitors
Cc1nn(C(=O)c2ccncc2)c(C)c1Sc1ccc(Br)cc1	3%	-1.4%
CCN(CC)C(=O)c1sc(NC(=O)c2ccco2)c(C#N)c1C	-5%	-0.9%
COc1ccc(OC)c2sc(NC(=O)CCS(=O)(=O)c3ccccc3)nc12	-8%	1.0%
Cn1c(=O)c(C(=O)Nc2ccccc2O)c(O)c2ccccc21	0%	-3.1%
CCOC(=O)c1sc(C)c2c1NC1(CCCCC1)NC2=O	-1%	0.3%
CC(=O)Nc1c(O)nc(SCC(=O)N2CCN(c3ccc(F)cc3)CC2)[nH]c1=O	0%	-0.3%
CCNS(=O)(=O)c1ccc(NC(=O)c2cc(C(F)(F)F)nn2C)cc1	12%	4.3%
CCCn1nnnc1NCc1cccn1C	-9%	-1.5%
Cc1nc(NC(=O)CSc2nnc3ccccn23)c(Cl)cc1Cl	·	-2.3%
CCC(C)(C(=O)NC1CCCCC1)N(C(=O)c1cnccn1)c1c(C)n(C)n(-c2ccccc2)c1=O (configuration not stated)	1%	-0.4%
O=C(CC1Nc2ccccc2NC1=O)Nc1ccc(Br)cc1 (configuration not stated)	4%	15%
O=C(CSc1ccc(-c2ccc(F)cc2)nn1)N1CCCCC1	-20%	0.1%
Cc1cc(NC(=O)Cn2nc(C(F)(F)F)c3c2CCCC3)no1	-4%	2.5%
Cc1cccc(-n2nnc(C(=O)NCc3ccc4c(c3)OCO4)c2N)c1	-5%	-5.3%
Cc1ccccc1NC(=O)C(=O)NCCCN1CCOCC1	1%	0.1%
c1ccc(-c2noc(-c3ccc4ccccc4c3)n2)cc1	12%&0%	5.0%&2.6%
Cc1cc2ccccc2c(=O)n1CC(=O)NCC(=O)N1CCN(c2ccccc2F)CC1	4%	1.6%
Cc1cc(N2CCN(c3ccccc3)CC2)n2c(n1)nc1ccccc12	-11%	-0.4%
O=C(CSc1nnc(CNc2ccc(F)cc2)o1)OC1CCCCC1	·	0.3%
COC(=O)c1ccccc1NC(=O)CSc1nnc(-c2ccc(C)cc2)o1	·	0.4%
CCOC(=O)Cc1cn2c(=O)cc(CSCC(=O)Nc3ccc(C)c(C)c3)nc2s1	-5%	0.2%
CC(=O)c1ccc(N2CCN(C(=O)c3cc(C)on3)CC2)cc1	-4%	0.4%
N#C/C(=C/c1ccc(O)c([N+](=O)[O-])c1)C(=O)Nc1cccc(Br)c1	7%	11%
Cc1ccc(NS(=O)(=O)c2cccc(C(=O)O)c2)c(C)c1	-9%	7.2%
CC(C)(C)c1ccc(-c2nc3ccccc3[nH]2)cc1	2%	2.8%
SMILES	Rat MKP-3 inhibitors	Hsp70 inhibitors
COc1ccccc1OCCn1cc(/C=C2/C(=O)NC(=O)N(c3ccccc3)C2=O)c2ccccc21	10%	0.6%
O=C(CCN1CCN(c2ccc(Cl)cc2)CC1)Nc1ccccc1F	8%	11%
CS(=O)(=O)N1CCC(C(=O)Nc2ccc(Cl)c(C(F)(F)F)c2)CC1	-19%	2.2%
CC(C)(C#CCN1CCCC1)OCCC#N	-16%&3%	0.5%&-2.3%
COc1ccc(CNC(=O)c2cc(-c3cccs3)on2)cc1	-1%	-3.8%
COc1ccc(NC(=O)C2CN(S(=O)(=O)c3ccccc3)CCN2S(=O)(=O)c2ccccc2)c(OC)c1 (configuration not stated)	3%	-6.6%
CCCc1ncc(C(O)c2ccc(OC)cc2)n1C (configuration not stated)	-2%	-3.3%
Cc1ccc(OCC(=O)Nc2cc(C(=O)O)cc(C(=O)O)c2)cc1C	3%	-3.8%
CCOC(=O)c1cc(-c2ccc(C#N)cc2)nc2c1c(C)nn2CCC#N	·	5.6%
CCC(=O)N1CCc2cc(S(=O)(=O)NCCC(=O)Nc3ccccc3C)ccc21	-6%	8.6%
O=C(NCCc1ccccc1)C1CCN(S(=O)(=O)c2cccnc2)CC1	-9%	1.5%
Cc1c(C(=O)N2CCCC2)oc2c1-c1[nH]ncc1CC2	3%	3.8%
O=C(Nc1ccc2c(c1)CCC2)C1CCCO1 (configuration not stated)	0%	2.6%
CCOc1ccc(NC(=O)c2c(NC(=O)C(C)(C)C)sc3c2CCCC3)cc1	3%	6.0%
COc1ccc(OC)c(N(CC(=O)NCc2ccco2)S(=O)(=O)c2ccccc2)c1	3%	2.3%
CCOC(=O)C1=C(C)NC(C)=C(C(=O)OC)C1c1cccc([N+](=O)[O-])c1 (configuration not stated)	0%	0.6%
CCc1c(C)sc(NC(=O)C2CCCCC2C(=O)O)c1C(N)=O (configuration not stated)	2%&-7%	-1.3%&3.5%
O=C(Nc1ccc(S(=O)(=O)N2CCOCC2)cc1)c1ccc(Cl)s1	-6%	-9.3%
O=S(=O)(NCCNS(=O)(=O)c1ccc(F)cc1)c1ccc(F)cc1	·	0.4%
CCS(=O)(=O)Nc1ccc(C(=O)c2ccccc2)cc1	·	-2.2%
CC(C)C1S/C(=N/N=C/c2ccco2)NC1=O (configuration not stated)	1%	-7.1%
CCC(=O)Nc1nc2ccc3nc(C)sc3c2s1	1%	-6.8%
O=C(Cc1ccccc1)N/N=C/c1ccc(OC(=O)/C=C\c2ccco2)cc1	·	-4.2%
N#C/C(=C\c1ccc(-c2ccc(Cl)c(C(=O)O)c2)o1)C(=O)NCC1CCCO1 (configuration not stated)	1%	-5.9%
Cc1ccc(C(=O)N/N=C\c2ccc[nH]2)cn1	·	7.0%
SMILES	Rat MKP-3 inhibitors	Hsp70 inhibitors
Cc1nnc(SCC(=O)Nc2ccccc2NC(=O)CSc2nnc(C)s2)s1	-7%	·
CC1=NN(c2ccccc2)C(O)(C(F)(F)F)C1 (configuration not stated)	0%	2.1%
COc1ccccc1Nc1nc(-c2cccs2)cs1	-9%	0.9%
COCCn1c(SCC(=O)c2cccc(OC)c2)nnc1-c1ccco1	-9%	-2.9%
C=CCNC(=O)C1CC(=O)N(c2ccc(OCC(=O)Nc3cccc(OC)c3)cc2)C1 (configuration not stated)	-9%	3.9%
CCOc1ccc(N2C(=O)/C(=C/c3cc(OC)c(OC)c(OC)c3)SC2=S)cc1	3%	-1.8%
COc1ccc2c(c1)c(/C=C/c1nc3ccccc3c(=O)n1-c1ccccc1OC)c(C)n2C	4%	-8.0%
CCOc1cc(C2NC(=O)NC(C)=C2C(=O)Nc2ccc(Cl)cc2)ccc1O (configuration not stated)	2%	-0.7%
CN(C)CC1CCCCC1C1(O)c2ccccc2CSc2sccc21 (configuration not stated)	·	-2.0%
Cc1cc(=O)n(-c2nc(-c3ccccc3)cc(-c3ccc(Br)cc3)n2)[nH]1	4%	-0.2%
O=S(=O)(c1ccc2c(c1)OCCO2)N1CCN(c2nc3ccccc3s2)CC1	-10%	5.1%
Cc1cccc(C)c1NC(=O)CN(C)CC(=O)Nc1ccccc1Br	·	-2.3%

Screens from PubChem BioAssay.
